# KCNQ1 block: human KCNQ1 channel inhibition; B-score at 10 µM; AID 2642; CHO-K1 KCNQ1, FluxOR thallium flux fluorescence; active compounds read high; 1.3% of 310,000 active; P51787;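 active means compounds whose thallium flux B-score, printed positive for inhibition, exceeds three library SD while starting fluorescence stays within three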;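 further: channel opened by potassium depolarization with thallium stimulus after 20 min compound exposure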
# PolyA inh: inhibitors of polyadenylation in S. cerevisiae. S. cerevisiae SKY197-pL101 polyadenylation reporter, beta-gal luminescence; efflux-impaired pdr1/pdr3 knockout yeast; score 100 = 6 SD above DMSO. calls only at 12 µM. 0.02% of 300,000 active. AID 1875;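 active means lowest replicate activity score at least 50, where 100 means six control SD above control mean; inconclusive means lowest score under 50 but half or more replicates reach 50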;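 further: yeast exposed to compound for 9 h at 30 °C; higher score means more reporter readthrough which indicates perturbed polyadenylation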
# GSK3 alpha inh: inhibitors of human GSK-3 alpha kinase | P49840 | AID 2650 | ADP-Glo luminescence, 60 min | inhibition, % at 10 µM | 0.1% of 320,000 active;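 in the data active means inhibition above about 50%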;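 further: GST-tagged GSK-3 alpha with peptide substrate and 25 µM ATP; 0% = DMSO neutral wells and 100% = GW8510 positive control wells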
# RGS4 act: RGS4 potentiation or activation; HEK293 M3R/inducible RGS4, carbachol calcium flux Fluo4; active compounds read low; B-score at 10 µM; 0.92% of 310,000 active; AID 463111;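 active means B-score of the integrated calcium signal more than 4 SD below the library mean, with starting fluorescence not abnormally high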;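 further: negative B-score means reduced calcium response which marks RGS4 activation or potentiation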
#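 Test system: HEK293 cells with stable M3R and inducible RGS4; also added: carbachol at ECmax as muscarinic agonist stimulus; schedule: dye loading 30 min 37 °C, buffer rest 30 min RT; technique: kinetic calcium fluorescence imaging with Fluo4-AM dye, 2 µM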
# KCNK9 inh: blocks the human KCNK9 two-pore domain potassium channel. Q9NPC2. HEK293 KCNK9, FluxOR thallium flux fluorescence; active compounds read low. B-score at 10 µM. 1.2% of 310,000 active. AID 488922;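 active means ratio B-score over 3 SD below the library mean, with starting fluorescence within 5 SD of its mean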;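 further: negative B-score means less thallium flux so channel inhibition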
# GSK3B inh: inhibitors of human GSK3beta kinase. P49841. GST-GSK3beta kinase, ADP-Glo luminescence, 60 min; active compounds read low. activity score (negative = inhibition), % at 10 µM. 0.038% of 300,000 active. AID 2097;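 active means more than half of replicate wells score below -50%, meaning over 50% inhibition versus plate controls; inconclusive means some replicates but at most half score below -50%; inactive means no replicate scores below -50%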;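 further: 0% = median DMSO wells and -100% = median GW8510 positive control wells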
#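 Assay system: GST-tagged human GSK3beta kinase, cell-free; Input: 1.6 ng GSK3beta; Medium: Tris/MgCl2 kinase buffer; Timing: 60 min enzyme reaction, room temperature; Signal: ADP-Glo luminescence quantifying ADP generated by kinase; Evaluation: score relative to plate controls; Benchmarks: DMSO neutral wells and GW8510 at 20 µM as positive.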
# hERG protect: compounds protecting human hERG from proarrhythmic drug block. CHO-hERG, FluxOR thallium flux, dofetilide IC70 present. 0.51% of 310,000 active. activation (rescue from dofetilide block), less the hit threshold, % at 10 µM. Q12809. AID 1511;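 active means activation above the mean of controls blocked by dofetilide plus 5 SD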;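 further: thallium influx through hERG after potassium depolarization seen as dye fluorescence rise; in these data hits start at about 4.7%; inactives centre near -7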
# Target sequence (Q12809 whole entry, looked up): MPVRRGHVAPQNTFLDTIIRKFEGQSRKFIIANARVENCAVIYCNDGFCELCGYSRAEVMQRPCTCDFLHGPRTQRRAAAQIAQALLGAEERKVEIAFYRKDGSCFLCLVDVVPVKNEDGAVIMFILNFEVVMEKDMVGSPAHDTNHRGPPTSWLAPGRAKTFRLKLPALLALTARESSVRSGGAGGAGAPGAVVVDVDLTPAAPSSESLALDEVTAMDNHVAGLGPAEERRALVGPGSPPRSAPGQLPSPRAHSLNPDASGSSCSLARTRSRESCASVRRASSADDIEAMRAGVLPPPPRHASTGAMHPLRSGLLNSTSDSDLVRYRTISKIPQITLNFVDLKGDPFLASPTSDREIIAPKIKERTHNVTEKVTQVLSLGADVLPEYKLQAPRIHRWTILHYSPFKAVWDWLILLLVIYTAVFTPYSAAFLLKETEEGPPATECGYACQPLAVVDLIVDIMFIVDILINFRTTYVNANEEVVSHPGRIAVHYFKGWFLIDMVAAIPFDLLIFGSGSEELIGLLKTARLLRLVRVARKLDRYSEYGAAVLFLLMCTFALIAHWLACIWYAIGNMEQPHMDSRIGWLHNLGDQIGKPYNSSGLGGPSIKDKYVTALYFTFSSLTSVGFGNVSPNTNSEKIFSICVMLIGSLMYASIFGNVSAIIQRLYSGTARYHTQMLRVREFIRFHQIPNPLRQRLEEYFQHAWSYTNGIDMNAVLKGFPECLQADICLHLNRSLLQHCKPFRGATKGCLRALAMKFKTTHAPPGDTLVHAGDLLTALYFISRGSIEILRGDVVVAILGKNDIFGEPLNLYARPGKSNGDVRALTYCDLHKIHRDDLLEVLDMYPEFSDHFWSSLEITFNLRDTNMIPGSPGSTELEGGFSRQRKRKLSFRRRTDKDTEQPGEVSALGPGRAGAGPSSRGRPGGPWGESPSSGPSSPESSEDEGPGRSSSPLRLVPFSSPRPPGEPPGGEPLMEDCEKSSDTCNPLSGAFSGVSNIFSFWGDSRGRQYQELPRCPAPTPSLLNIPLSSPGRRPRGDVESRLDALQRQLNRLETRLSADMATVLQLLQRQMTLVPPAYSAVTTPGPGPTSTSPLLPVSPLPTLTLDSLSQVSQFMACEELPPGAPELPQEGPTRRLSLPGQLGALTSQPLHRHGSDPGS
# Dyrk1A ADPGlo: inhibitors of rat Dyrk1A kinase. Q63470. ADP-Glo luminescence, NFATc1 peptide. inhibition, % at 12.5 µM. 0.43% of 310,000 active; in the data active means inhibition above about 50%;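 further: plate controls were vehicle with enzyme for no effect and no enzyme for full effect; many of its hits are not listed in these tables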
# KCNQ1 act: potentiates or activates the human KCNQ1 potassium channel | P51787 | CHO-K1 KCNQ1, thallium flux FluxOR fluorescence; active compounds read high | B-score at 10 µM | 0.35% of 310,000 active | AID 2648;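 active means fluorescence ratio B-score, a plate-corrected score, at least three library SD, with initial intensity B-score within 5 SD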
#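 Test system: CHO-K1 cells stably expressing KCNQ1 / Medium: assay buffer / Also added: depolarizing K+/Tl+ stimulus, K2SO4 and Tl2SO4 each 12.5 mM in 5x stock / Incubation: 90 min dye loading and 20 min compound exposure, both at room temperature / Signal: thallium influx via FluxOR fluorescence, kinetic imaging / Evaluation: B score of baseline-normalized fluorescence ratio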
# KCNK3 block: human KCNK3 channel inhibition, primary screen; CHO-KCNK3 thallium flux, FluxOR fluorescence; active compounds read low; B-score at 10 µM; 0.84% of 340,000 active; O14649; AID 602410;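 active means B-score under library mean minus 4 SD, starting fluorescence ratio at most library mean plus 5 SD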;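 further: more negative B-score means stronger inhibition of thallium flux through KCNK3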
# HDAC3 inhib: blocks human histone deacetylase 3. recombinant HDAC3, fluorogenic peptide/trypsin coupled, fluorescence. inhibition, % at 8.3 µM. 0.15% of 320,000 active. O15379; in the data active means inhibition above about 26%, passing the limit was not always enough; inconclusive means no clear call, values can overlap the other calls
# * hit, by the source's call; i = inactive; u = inconclusive; x = no result given.
molecule,KCNQ1 block,PolyA inh,GSK3 alpha inh,RGS4 act,KCNK9 inh,GSK3B inh,hERG protect,Dyrk1A ADPGlo,KCNQ1 act,KCNK3 block,HDAC3 inhib
O=C(NC(=S)N1CCN(c2ccc(F)cc2)CC1)C12CC3CC(CC(C3)C1)C2,i,i,-3,i,i,3,-4,-5,i,i,-8
Cc1ccc(-c2n[nH]c(=S)n2/N=C/c2cccs2)cc1,i,i,2,i,i,2,-4,18,i,i,1
O=C(Nc1ccc(F)cc1)c1cccnc1N1CCCCC1,i,i,1,i,i,3,-8,-3,i,i,-5
O=C(NCCCCc1ccccc1)Nc1ccc(F)cc1,i,i,-1,i,i,0,-2,-1,i,i,4
CC(C)CCN1CCN(C2CCN(c3ccc4c(c3)OCO4)CC2)CC1CCO (centres undefined),i,x,-2,i,i,-3,-7,-2,i,i,-5
Cn1c(=O)cc(SCC(=O)NCCC2=CCCCC2)c2ccc(Cl)cc21,i,i,0,i,i,2,-10,3,i,i,1
Cc1ccccc1Cn1cnc2c([N+](=O)[O-])c(C)c(C)cc21,i,i,2,i,i,8,-3,x,i,i,-5
CC(=O)c1ccc(C(=O)N2CCc3c([nH]c4ccccc34)C2c2ccccn2)s1 (centres undefined),i,i,-1,i,i,-3,-12,13,i,i,2
CCCCNCCOCCSc1ccc(Cl)cc1,i,i,0,i,i,0,-8,-14,i,i,0
COc1cc(COCC(O)CN2C(C)CCCC2C)cc(OC)c1OC (centres undefined),i,i,-3,i,i,-1,0,12,i,i,-6
Cc1cc(NC(=O)c2n[nH]c(=O)c3ccccc23)ccc1Br,i,i,-5,i,i,2,-15,x,i,x,-2
CC(NC(=O)COc1ccc([N+](=O)[O-])cc1)c1ccccc1 (centres undefined),i,i,1,i,i,2,-12,1,i,i,2

# (continued)
molecule,KCNQ1 block,PolyA inh,GSK3 alpha inh,RGS4 act,KCNK9 inh,GSK3B inh,hERG protect,Dyrk1A ADPGlo,KCNQ1 act,KCNK3 block,HDAC3 inhib
O=C(Nc1cc(C(F)(F)F)ccc1N1CCOCC1)c1n[nH]c(=O)c2ccccc12,i,i,2,i,i,3,-12,-3,i,i,-10
c1ccc(OCc2nn3c(-c4ccco4)nnc3s2)cc1,i,i,-1,i,i,-1,-20,8,i,i,0
O=C(NCCC1=CCCCC1)c1cc2c(s1)CS(=O)(=O)C2,i,i,-1,i,i,-2,-3,1,i,i,-2
CC(C)c1ccc(N2C(=O)CC(Sc3ncccn3)C2=O)cc1 (centres undefined),i,i,-4,i,i,-2,4,-2,i,i,-6
CCc1ccc(C(=O)COC(=O)c2nn(C)c(=O)c3ccccc23)cc1,i,i,-1,i,i,1,-12,x,i,i,3
Cn1nc(C(F)(F)F)cc1Oc1ncc(C(F)(F)F)cc1Cl,i,i,-2,i,i,5,-12,3,i,i,-4
O=C(NNC(=O)C1CC=CCC1C(=O)O)c1ccc(Cl)cc1 (centres undefined),i,i,0,i,i,-1,-9,-6,i,i,5
O=C(COc1ccc([N+](=O)[O-])cc1)NCc1ccccc1,i,i,1,i,i,19,-11,0,i,i,-4
Cc1nc2ccc(C(=O)N3CCN(Cc4ccccc4)CC3)cc2[nH]1,i,i,-4,i,i,2,-1,2,i,i,4
CCOC(=O)c1c(Cl)c(C)nn1-c1nc(OC)cc(OC)n1,i,i,1,i,i,1,-6,-1,i,i,-6
CC(=O)C1=C(NC(=O)c2ccc(C(F)(F)F)cc2)C[C@@H]2[C@H]1C2(C)C,i,i,1,i,i,4,-10,-2,i,i,-2
CCC(=O)Nc1c2c(nn1-c1cccc(Cl)c1)CS(=O)(=O)C2,i,i,-3,i,i,1,-7,-4,i,i,3

# Part of the list above in order of SMILES length, rising:
molecule,KCNQ1 block,PolyA inh,GSK3 alpha inh,RGS4 act,KCNK9 inh,GSK3B inh,hERG protect,Dyrk1A ADPGlo,KCNQ1 act,KCNK3 block,HDAC3 inhib
CCCCNCCOCCSc1ccc(Cl)cc1,i,i,0,i,i,0,-8,-14,i,i,0
O=C(NCCCCc1ccccc1)Nc1ccc(F)cc1,i,i,-1,i,i,0,-2,-1,i,i,4
O=C(Nc1ccc(F)cc1)c1cccnc1N1CCCCC1,i,i,1,i,i,3,-8,-3,i,i,-5
c1ccc(OCc2nn3c(-c4ccco4)nnc3s2)cc1,i,i,-1,i,i,-1,-20,8,i,i,0
Cc1ccc(-c2n[nH]c(=S)n2/N=C/c2cccs2)cc1,i,i,2,i,i,2,-4,18,i,i,1
CCOC(=O)c1c(Cl)c(C)nn1-c1nc(OC)cc(OC)n1,i,i,1,i,i,1,-6,-1,i,i,-6
Cc1cc(NC(=O)c2n[nH]c(=O)c3ccccc23)ccc1Br,i,i,-5,i,i,2,-15,x,i,x,-2
CC(NC(=O)COc1ccc([N+](=O)[O-])cc1)c1ccccc1 (centres undefined),i,i,1,i,i,2,-12,1,i,i,2
CCC(=O)Nc1c2c(nn1-c1cccc(Cl)c1)CS(=O)(=O)C2,i,i,-3,i,i,1,-7,-4,i,i,3
Cn1c(=O)cc(SCC(=O)NCCC2=CCCCC2)c2ccc(Cl)cc21,i,i,0,i,i,2,-10,3,i,i,1
CCc1ccc(C(=O)COC(=O)c2nn(C)c(=O)c3ccccc23)cc1,i,i,-1,i,i,1,-12,x,i,i,3
O=C(NC(=S)N1CCN(c2ccc(F)cc2)CC1)C12CC3CC(CC(C3)C1)C2,i,i,-3,i,i,3,-4,-5,i,i,-8
O=C(Nc1cc(C(F)(F)F)ccc1N1CCOCC1)c1n[nH]c(=O)c2ccccc12,i,i,2,i,i,3,-12,-3,i,i,-10
CC(=O)C1=C(NC(=O)c2ccc(C(F)(F)F)cc2)C[C@@H]2[C@H]1C2(C)C,i,i,1,i,i,4,-10,-2,i,i,-2

# Next entries follow:
molecule,KCNQ1 block,PolyA inh,GSK3 alpha inh,RGS4 act,KCNK9 inh,GSK3B inh,hERG protect,Dyrk1A ADPGlo,KCNQ1 act,KCNK3 block,HDAC3 inhib
COc1ccc(C(O)c2nccn2Cc2ccccc2)cc1OC (centres undefined),i,i,-3,i,i,-5,-2,-13,i,i,0
CCCCNC(=O)Cn1c(-c2ccc(OC)cc2)noc1=O,i,x,-3,i,i,-4,-8,0,i,i,2
CC(C)(C)C(Cn1ccnc1)NC(=O)c1ccc2nc(C3CC3)oc2c1 (centres undefined),i,i,-2,i,i,-3,-13,-4,i,i,1
O=[N+]([O-])c1c(N2CCN(CCO)CC2)nc2ccccn12,i,i,2,i,i,2,-6,-4,i,i,-1
O=C(O)c1ccccc1C(=O)NCc1c(Cl)cccc1Sc1ccc(Cl)cc1,i,i,-6,i,i,6,-9,1,i,i,-6
CCn1c(SCC(=O)NC2=NCCS2)nnc1C(C)NC(=O)c1ccccc1Br (centres undefined),i,i,1,i,i,-4,-3,6,i,i,1
CC(C)c1nnc(NC(=O)CCC(=O)NC2CCCc3ccccc32)s1 (centres undefined),i,i,-2,i,i,-4,0,1,i,i,1
C[C@H](NC(=O)CCCOc1ccc(Cl)cc1Cl)c1nnc2ccccn12,i,i,-1,i,i,4,-7,x,i,i,-4
Cc1ccc2c(c1)N(CC(=O)NCc1cccnc1)C(=O)CO2,i,i,-1,i,i,2,-12,0,i,i,-9
Cc1c(C(=O)O)sc2nc(SCC(=O)Nc3ccc(S(=O)(=O)NCCCC(=O)O)cc3)[nH]c(=O)c12,i,i,22,i,i,-6,-8,-8,i,i,0
NS(=O)(=O)c1cccc(NC(=O)COC(=O)c2cc(Cl)ccc2[N+](=O)[O-])c1,i,i,-1,i,i,-2,-11,-3,i,i,2
Cc1ccc(C)c(OCCC(=O)OCC(=O)NCCNC(=O)COC(=O)CCOc2cc(C)ccc2C)c1,i,i,-1,i,i,-4,-29,1,i,i,3

# Remaining list, next part.
molecule,KCNQ1 block,PolyA inh,GSK3 alpha inh,RGS4 act,KCNK9 inh,GSK3B inh,hERG protect,Dyrk1A ADPGlo,KCNQ1 act,KCNK3 block,HDAC3 inhib
CC(C)OCCOc1ccc2oc(-c3ccco3)cc(=O)c2c1,i,i,4,i,i,2,-12,-3,i,i,-44
C=CCN1C(=O)C(O)(CC(=O)c2ccccn2)c2ccccc21 (centres undefined),i,i,4,i,i,2,-8,-3,i,i,8
O=C(COc1ccccc1)Nc1ccncc1,i,i,3,i,i,-2,-9,8,i,i,-3
O=C(Cc1ccc([N+](=O)[O-])cc1)NNC(=O)c1ccc2c(c1)OCO2,i,x,x,i,i,-20,-8,6,i,i,1
Clc1ccccc1CSC1=NCCN1,i,i,-2,i,i,2,-10,-17,i,i,-4
O=C(Nc1ccc(-c2n[nH]c(=S)o2)cc1)c1ccccc1,i,i,-1,i,i,-1,-3,4,i,i,-1
N=C1C(c2ccccc2)=C(O)CN1CCO,i,i,-1,i,i,2,-7,5,i,i,-2
CN(CC(=O)Nc1ccc(Cl)c(C(F)(F)F)c1)C(=O)c1cc(-c2ccncc2)nc2ccccc12,i,i,-2,i,i,0,-14,14,i,i,u
Cc1ccc(S(=O)(=O)N(C)C)cc1NC(=O)CSc1ccc2c(c1)OCCO2,i,i,-3,i,i,4,-20,-3,i,i,0
COc1ccc(CN2CCCC(N3CCN(c4cccc(Cl)c4)CC3)C2)cc1OC (centres undefined),i,i,-2,i,i,-2,-5,5,i,i,7
COC(=O)[C@@H]1CCCN1C(=O)[C@@H](NC(=O)OC(C)(C)C)C(C)C,i,i,-3,i,i,0,-1,-2,i,i,-7
CC(=O)c1cccc(NC(=O)COC(=O)COc2ccc(Cl)cc2)c1,i,i,-3,i,i,0,-4,5,i,i,7

# 3 compounds out of the list, ordered by SMILES length, largest number first.
molecule,KCNQ1 block,PolyA inh,GSK3 alpha inh,RGS4 act,KCNK9 inh,GSK3B inh,hERG protect,Dyrk1A ADPGlo,KCNQ1 act,KCNK3 block,HDAC3 inhib
O=C(Cc1ccc([N+](=O)[O-])cc1)NNC(=O)c1ccc2c(c1)OCO2,i,x,x,i,i,-20,-8,6,i,i,1
O=C(Nc1ccc(-c2n[nH]c(=S)o2)cc1)c1ccccc1,i,i,-1,i,i,-1,-3,4,i,i,-1
O=C(COc1ccccc1)Nc1ccncc1,i,i,3,i,i,-2,-9,8,i,i,-3

# Some of the compounds tested. The share of hits here may be higher or lower than overall.
